# mcGAS MS inh: mouse cGAS inhibition by mass spec; 130,000 compounds, 0.18% hits; recombinant mouse cGAS, cGAMP by RapidFire MS; Q8C6L5; AID 1259397; inhibition, % at 12.5 µM;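 active = inhibition of cGAS enzyme activity at or above 60%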;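 note: enzyme stimulated by 45 bp dsDNA with ATP and GTP substrates; cGAMP share of summed cGAMP plus half ATP and half GTP signals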
# Target sequence (Q8C6L5 whole entry, looked up): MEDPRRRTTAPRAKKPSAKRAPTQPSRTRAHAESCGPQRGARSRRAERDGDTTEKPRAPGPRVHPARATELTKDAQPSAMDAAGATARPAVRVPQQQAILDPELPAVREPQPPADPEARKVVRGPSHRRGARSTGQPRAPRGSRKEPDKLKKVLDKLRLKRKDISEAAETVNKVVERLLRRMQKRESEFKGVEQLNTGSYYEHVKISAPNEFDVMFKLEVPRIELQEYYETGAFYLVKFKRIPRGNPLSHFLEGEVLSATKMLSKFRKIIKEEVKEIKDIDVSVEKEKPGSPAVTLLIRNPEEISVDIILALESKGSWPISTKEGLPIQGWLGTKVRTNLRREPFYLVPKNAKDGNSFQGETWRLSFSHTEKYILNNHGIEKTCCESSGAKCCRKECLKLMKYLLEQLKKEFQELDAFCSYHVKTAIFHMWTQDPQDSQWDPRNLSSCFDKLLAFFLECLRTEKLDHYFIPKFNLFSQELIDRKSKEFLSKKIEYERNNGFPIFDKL
# The depositor's hits bear a star; & = joins results of further samples.
SMILES,mcGAS MS inh
O=C1c2ccccc2NC(c2cnn(-c3ccccc3)n2)N1C1CCCC1 (centres undefined),-9
O=[P+](C1C2CC3CC(C2)CC1C3)C12CC3CC(CC(C3)C1)C2 (centres undefined),-14
O=C(c1csnn1)N1CCc2[nH]nc(-c3ccc(-c4ccccc4)cc3)c2C1,-10
CCCC(=O)N(CCCN(C)C)c1nc2c(OC)ccc(Cl)c2s1,-6
CC1OC1P(=O)(O)O (centres undefined),-6&5
COc1cc(CC(=O)N2CC[C@H](CO)[C@H](O)C2)cc(OC)c1,-24
CCCCn1cnc2c(-c3ccccc3)cn(CC(=O)NC3CCCC3)c2c1=O,-8
CC1CC(C)CN(c2ncnc3c2nc2n3CCCCC2)C1 (centres undefined),-4
Cc1noc(C)c1C(=O)N1CCCC(N2CCN(Cc3ccc4c(c3)OCO4)CC2)C1 (centres undefined),-6&-3
CC(=O)Oc1ccccc1Cn1c(C)c(C(=O)NCc2ccc3c(c2)OCCO3)sc1=O,-8
O=C1/C(=C/c2ccco2)N=C(N2CCCCC2)N1c1cccc(Cl)c1,-4
Cn1c(=O)c2c(nc(CN3CCCCC3)n2CC(N)=O)n(C)c1=O,-5
Cn1c(Sc2cc(Cl)nc(N)n2)nnc1C1CC1,1
OCCC1CN(Cc2ccncc2)CCN1CC1CCCCC1 (centres undefined),-6
Cc1nc(N2CCN(c3ncccn3)CC2)nc2c1C(=O)CC(c1ccc(F)cc1)C2 (centres undefined),2
Cn1cc(CN2CCC(C(=O)NC(c3ccc(Cl)cc3)c3cnccn3)CC2)c2ccccc21 (centres undefined),-2
O=C1CSC(c2ccccc2Br)N1c1cccc(C(F)(F)F)c1 (centres undefined),-11
CC(=O)Nc1ccccc1NC(=O)CNCc1cccc(OC(F)(F)F)c1,-11
CCc1cnc(N2CCCC(C(=O)c3cc(F)ccc3F)C2)nc1 (centres undefined),-14
COc1cccc(-n2cc(CN(C)Cc3nc(-c4ccc5c(c4)OCO5)no3)cn2)c1,-3
COc1cccc(C(=O)NN2CC(=O)C(c3nc4ccccc4n3C)C2=N)c1 (centres undefined),1
CCc1nc2sccc2c(=O)n1NC(=O)c1cccc(C)c1,-16
CCN(CC1CCCO1)C(=O)c1cc(Cn2c(C)nc3ccccc32)[nH]n1 (centres undefined),-10
Cc1cc(C)nc(CN(C)c2nccc(-c3ccc(C)nc3C)n2)c1,-12
Cc1cnc(C)c(N2CCN(Cc3cn(C)nc3-c3cccc(Cl)c3)CC2)n1,-3
Cc1cc(NC(=O)Cc2c(C)nn(C(F)F)c2C)sn1,5
CSCCCNC(=S)Nc1ccc(N2CCOCC2)cc1N1CCOCC1,-2
Cc1nn(CC(=O)NC(C)C(C)C)c(C)c1S(=O)(=O)N(C)C (centres undefined),7
CC(=O)C1=C(c2ccc([N+](=O)[O-])cc2)N(C(C)=O)n2c(C)nnc2S1,0
CC(C)C[C@H]1Cc2nc(N)ncc2C(=O)N1,0
c1ccc(-c2noc(CN3CCN(C4CCCCC4)CC3)n2)cc1,2
CC(C)OCCCNC(=O)NC(C)c1ccc2ccccc2c1 (centres undefined),5
CC(C)N(Cc1nccn1C)C(=O)c1cn(CC2CCCCC2)nn1,1
O=c1c(Cl)c(Cl)cnn1CN(Cc1ccc2ccccc2c1)C1CC1,2
COCC1(C(=O)NCCc2cnc3ccccn23)CCC1,-10
COc1c(F)cccc1C(=O)N1C[C@H](O)[C@@H](N2CCOCC2)C1,-3
COc1ccc(C(=O)N2CCCC(O)C2)c2ccccc12 (centres undefined),1
CC(C)C1CN(C(=O)CCCc2cn[nH]c2)CCCN1Cc1ccc(F)cc1 (centres undefined),-13
COc1ccc(C=Nc2cc(C(F)(F)F)ccc2N2CCCCC2)cc1O,17
COc1ccc(NC(=O)c2c(C)cc(C)[nH]c2=O)c(Cl)c1,9
Cc1cc2ncn(S(=O)(=O)N(C)C)c2cc1C,-8
Cn1cnnc1Sc1ccc(NC(=O)C2CC2)cc1Cl,-8
COCCc1nc2ccc(C(=O)N3CCN(Cc4ccc(F)cc4)C(=O)C3)cc2o1,-10
Cc1ccc(-c2cn(S(=O)(=O)c3cccc4nsnc34)nc2N)cc1,-22
CC1(C(=O)Nc2ccccc2F)CCN1Cc1ccsc1 (centres undefined),-7
CC1(C(=O)NS(=O)(=O)c2ccccc2OC(F)(F)F)CCN1C(=O)Cc1ccccc1 (centres undefined),-22
COC(=O)N1CC(O)C(NCCCc2ccccc2)CN1C(=O)OC (centres undefined),0
CCOC(=O)C1(CC2CC2)CCN(Cc2ccccc2C(F)(F)F)CC1,-7
Cc1ncoc1C(=O)N1CCc2[nH]nc(C(c3ccccc3)c3ccccc3)c2C1,-6
CC(CCc1ccc(OC(C)C)cc1)NC(=O)N(C)CC(=O)N1CCCC1 (centres undefined),-5
# Next structures follow:
SMILES,mcGAS MS inh
COCCNC(=O)Cn1cnc2c(nnn2C)c1=O,-8
Cc1nc2ccccn2c1CN(C)Cc1cnn(-c2ccccc2)c1,-19
CCOC(=O)C(NC(=O)CC)(Nc1ccccc1Cl)C(F)(F)F (centres undefined),-4
CC(C)c1ccc(NC(=O)C(=O)NCCc2ccc(N(C)C)cc2)cc1,-5
COc1cc(CN2CCC(N(c3ccc(C)cc3)S(=O)(=O)c3ccc(F)cc3)CC2)cc(OC)c1,-11
CC(C)c1[nH]n(-c2ccccc2)c(=O)c1-c1ccc(N)cc1,-2
Fc1cccc(Nc2nc3nonc3nc2Nc2cccc(F)c2)c1,-8
CCOc1ccccc1CN1CCN(Cc2nc3ccccc3[nH]2)CC1CCO (centres undefined),7
Cc1ccsc1CN(C(=O)c1[nH]c2ccccc2c1Cl)C(C)C,2
O=C(Nc1ccc(F)c(-n2nnnc2C2CC2)c1)C1CCCO1 (centres undefined),-11
COC(=O)c1ccc(N(C(=O)Cn2cccn2)C(C)C)c(C)c1,-9
O=C(NCCOc1ccc(Cl)cc1)N1CCC2(CCOCC2)C1,-6
CN(c1ncccc1CNc1cncc(C(N)=O)n1)C1CCCCC1,-3
Nc1nc2c(ncn2CCC(CO)CO)c(=O)[nH]1,-21&-1
CN(C)c1cccc(C(NC(=O)c2ccc3ccccc3c2)c2ccc(S(C)(=O)=O)cc2)c1 (centres undefined),-2
CN1c2ccccc2C(=O)NC12CCSCC2,-17
CCOc1ccc(OCC)c(-c2c(=O)n(OCc3ccccc3C(=O)OC)c3ccccc3[n+]2[O-])c1,-6
CNC(=O)c1ccc(/C=C/C(=O)Nc2nc3c(s2)CCCC3)cc1,-10
CC(C)(C)c1ncc(NC(=O)C2(c3cccc(F)c3)CCC2)cn1,-16
O=C1NCCN1CCNc1nccc(CCC(F)(F)F)n1,-20
O=C(O)c1cc2n(n1)CCN(CC1CC1)C2=O,-2
O=C(OCc1cc(-c2cc3ccccc3o2)on1)c1cc2ccccc2o1,-3
O=C(NCCc1ccccn1)c1ccc(OC2CCN(C(=O)C3CC3)CC2)cc1,3
O=C(NCC1CCN(C2CCCC2)CC1)Nc1ccccc1Cl,-9
CC1(C(=O)NS(=O)(=O)c2ccc(Cl)s2)CCN1C(=O)C1(c2ccccc2)CC1 (centres undefined),-5
Cc1nnc(SCC(=O)N2CCCN(C)C3(CCN(C)CC3)C2)s1,-21
COc1ccc(-c2cc3n(n2)C(C(=O)Nc2ccc(C(C)=O)cc2)CC(=O)N3)cc1 (centres undefined),0
Cc1noc2nc(-c3ccccc3)cc(C(=O)NC(C)c3ccc(F)cc3)c12 (centres undefined),-4
COc1ccc(-c2ccc(CNS(N)(=O)=O)cc2)cc1,0
O=C(c1ccoc1)N1CCc2ccc(NC(=O)C3(c4ccccc4)CC3)cc2C1,-5&-1
CCOC(=O)c1c(NC(=O)c2cccc(Cl)c2)sc(C(=O)Nc2ccccc2C(F)(F)F)c1C,-8
Cc1ccc2nc(NCCN(C)C)sc2c1,-26
Cc1ccccc1C1CCCN1C(=O)c1cnn2c(C(F)F)cc(C3CC3)nc12 (centres undefined),-6
Cc1nc(C)n(CC(C)C(=O)N(C)Cc2sccc2C)n1 (centres undefined),-25
Cc1cc(C2CCC2)nc(N2CCN(S(N)(=O)=O)CC2)n1,12
CC1CN(Cc2ccccc2NC(=O)N(C)Cc2ccco2)CC(C)O1 (centres undefined),10
NC(=O)c1sc2nc3c(cc2c1N)CN(Cc1ccccc1)CC3,-5
COCCCNC(=S)Nc1sc2c(c1C#N)CCCC2,23
O=S(=O)(NCc1ccccc1)N1CCC(OCc2cccnc2)CC1,-27
COC(=O)c1cc(-c2ccc(OC)c3ncccc23)c[nH]1,-11

# Two records picked at random from those above:
SMILES,mcGAS MS inh
Cc1ccc(-c2cn(S(=O)(=O)c3cccc4nsnc34)nc2N)cc1,-22
O=[P+](C1C2CC3CC(C2)CC1C3)C12CC3CC(CC(C3)C1)C2 (centres undefined),-14

# (next part)
SMILES,mcGAS MS inh
Cc1ccc(-c2cc(CS(=O)(=O)N(C)c3ccccc3)on2)cc1,2
Cn1cc(CN2CCC(CCC(=O)Nc3ccccc3)CC2)c2ccccc21,-5
COc1ccccc1-c1cnc(C(O)c2ccccc2)[nH]1 (centres undefined),-6
CCN(C(=O)c1ccc(=O)[nH]c1)c1ccccc1C,-6
CCN(CC)S(=O)(=O)c1ccc(C(=O)Nc2c(C)nc3ccc(C)cn3c2=O)cc1,-11
OCc1cc(Cl)c2c(c1)OCCO2,-5
CCc1ccccc1NC(=O)CCc1c(C)nn(-c2nc(C)c(C)c(=O)[nH]2)c1C,-8
C#CCN(Cc1ccco1)C(=O)CCCc1ccc2[nH]c(=O)[nH]c2c1,-9
COCCNC(=O)c1nc(Cn2c(C(F)F)nc3ccccc32)no1,-7
CC(Sc1nnc(NC2CCCCC2)s1)C(N)=O (centres undefined),18

# Part of the list above, as tab-separated lines.
mol	mcGAS MS inh
O=C(c1ccoc1)N1CCc2ccc(NC(=O)C3(c4ccccc4)CC3)cc2C1	-5&-1
CCOC(=O)c1c(NC(=O)c2cccc(Cl)c2)sc(C(=O)Nc2ccccc2C(F)(F)F)c1C	-8
Cc1ccc2nc(NCCN(C)C)sc2c1	-26
Cc1ccccc1C1CCCN1C(=O)c1cnn2c(C(F)F)cc(C3CC3)nc12 (centres undefined)	-6
Cc1nc(C)n(CC(C)C(=O)N(C)Cc2sccc2C)n1 (centres undefined)	-25
Cc1cc(C2CCC2)nc(N2CCN(S(N)(=O)=O)CC2)n1	12
CC1CN(Cc2ccccc2NC(=O)N(C)Cc2ccco2)CC(C)O1 (centres undefined)	10
NC(=O)c1sc2nc3c(cc2c1N)CN(Cc1ccccc1)CC3	-5
COCCCNC(=S)Nc1sc2c(c1C#N)CCCC2	23
O=S(=O)(NCc1ccccc1)N1CCC(OCc2cccnc2)CC1	-27
COC(=O)c1cc(-c2ccc(OC)c3ncccc23)c[nH]1	-11
Cc1ccc(-c2cc(CS(=O)(=O)N(C)c3ccccc3)on2)cc1	2
Cn1cc(CN2CCC(CCC(=O)Nc3ccccc3)CC2)c2ccccc21	-5
COc1ccccc1-c1cnc(C(O)c2ccccc2)[nH]1 (centres undefined)	-6
CCN(C(=O)c1ccc(=O)[nH]c1)c1ccccc1C	-6
CCN(CC)S(=O)(=O)c1ccc(C(=O)Nc2c(C)nc3ccc(C)cn3c2=O)cc1	-11
OCc1cc(Cl)c2c(c1)OCCO2	-5
CCc1ccccc1NC(=O)CCc1c(C)nn(-c2nc(C)c(C)c(=O)[nH]2)c1C	-8
C#CCN(Cc1ccco1)C(=O)CCCc1ccc2[nH]c(=O)[nH]c2c1	-9
COCCNC(=O)c1nc(Cn2c(C(F)F)nc3ccccc32)no1	-7
CC(Sc1nnc(NC2CCCCC2)s1)C(N)=O (centres undefined)	18

# New compounds follow.
SMILES,mcGAS MS inh
CCOC(=O)N1CCC(N2CCCC(CNC(=O)c3cccs3)C2)CC1 (centres undefined),-3
CCc1c(C(=O)N(Cc2ccco2)CC(F)(F)F)[nH]c(C)c1C(C)=O,-4
CCOC(=O)c1nc(CC(C)n2cccn2)no1 (centres undefined),9
COc1ccc(S(=O)(=O)NCC2CCCN(C(=O)c3cncs3)C2)cc1 (centres undefined),-4&-3
Cc1ncc(CN(C)C(=O)C(C(C)C)N2CCCCC2)s1 (centres undefined),-12
Cc1c(C(=O)NCc2ccccc2C(F)(F)F)sc(=O)n1CC(=O)c1ccc(Cl)cc1,-5
Cc1ccc(S(=O)(=O)NCCNc2ccc(Nc3cccc(C)n3)nn2)c(C)c1,-11
CNc1ccc2ncc(-c3ccccc3NC(C)=O)n2n1,-3
O=C1c2ccccc2S(=O)(=O)N1Cc1cc(Cl)cc2c1OCOC2,-7
CC1(C(=O)N(c2ccc(F)cn2)C2CCOCC2)CC1(Cl)Cl (centres undefined),-11
Cc1ccc(OC(C)CNC(=O)N(C)Cc2ccncc2)cc1 (centres undefined),-3
CNC(=O)[C@@H]1C[C@H](N)CN1C(=O)c1cc(=O)n(C)c2ccccc12,-11
CC(Cc1ccncc1)OC(=O)Cc1csc(C(C)(C)C)n1 (centres undefined),-21
CCc1nc2c(sc(=S)n2-c2ccccc2)c(=O)[nH]1,-24
O=C(NCc1ccccn1)c1cn(Cc2cccc(C(F)(F)F)c2)nn1,-6
COc1ccc(C2C(O)C(c3c[nH]c4ccccc34)=NN2C(=O)CN2CCCCC2)cc1 (centres undefined),2
O=C1CN(C(=O)CCCc2ccc3c(c2)-c2ccccc2C3)CCN1,-13
C/C=C/c1ccc(OCC(=O)N2CCCC(C(=O)Nc3ccc(Cl)cn3)C2)c(OC)c1 (centres undefined),-2
O=C1CCC(NC(=O)OCc2ccccc2)(C(=O)O)O1 (centres undefined),-7
CC1=CN2C(=NC(=O)CC2(C)C(=O)NCCCN(CC(C)C)CC(C)C)C=C1 (centres undefined),-1
N#Cc1ccc(CN[C@@H]2c3ccccc3C[C@@H]2O)cc1,1
O=C(CCN=C1NS(=O)(=O)c2ccccc21)NCCSc1ccc(Cl)cc1,2
CC1CN(c2cc(Cl)nc(SCC(=O)O)n2)CCN1C(=O)c1ccccc1F (centres undefined),-4
Cc1nn(C2CCS(=O)(=O)C2)c(Cl)c1/C=C/C(=O)OCC(=O)C12CC3CC(CC(C3)C1)C2 (centres undefined),-5
Cc1cccnc1NP1(=S)C(=C2N(C)c3ccccc3C2(C)C)C=NN1c1ccccc1 (centres undefined),-12
CCOC(=O)c1cnn2c1NC(C)CC2C(F)F (centres undefined),-36
CCN(CC(C)(C)O)c1ncnc2c1c(Br)nn2C,-6
NC(=O)c1ccsc1NC(=O)c1cc(Cl)sc1Cl,9
CN1CCCN(c2ncnc3sc4c(c23)CCCC4)CC1,-3

# Screens: PubChem BioAssay, Fisher Drug Discovery Resource Center

# An excerpt. The share of hits here may be higher or lower than overall.
